# hgDAF-12 ag: H. glycines DAF-12 receptor agonists, primary screen, cell-based, luminescence, HEK293, GAL4 fusion, UAS-luciferase | HEK293 GAL4-hgDAF12 UAS-luciferase reporter, agonist luminescence; normalized to butyrate control | activation, % at 6.8 µM | 370,000 tested, 1.8% active | AID 687014, 2013;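 active means activation above a cutoff set at the mean of all screened compounds plus 3 SD, cut at about 10% in these data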;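 further: 0% = DMSO wells and 100% = sodium butyrate wells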
# ssDAF12 agonist: S. stercoralis DAF-12 nuclear receptor activators, primary screen, cell-based, luminescence, HEK293, GRIP1 co-expression, lit1-tk-luc. Nuclear hormone receptor DAF-12 (Strongyloides stercoralis). HEK293 ssDAF-12/GRIP1 lit1-tk-luc reporter; % of 3 µM dafachronic acid response. activation, % at 6.8 µM. 370,000 tested, 1% active. AID 652126, 2013;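 active means activation above the mean over all tested compounds plus 3 SD, cut at about 0.9% in these data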;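 further: 0% = DMSO-only wells and 100% = 3 µM delta7-dafachronic acid wells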
# sPLA2-III inh: human group III sPLA2 inhibitors, primary screen, biochemical, QFRET, BODIPY PC-A2 liposome substrate. Group 3 secretory phospholipase A2 (Homo sapiens), Q9NZ20. QFRET BODIPY PC-A2 liposome hydrolysis, fluorescence. inhibition, % at 12.2 µM. 370,000 tested, 0.56% active. AID 743126, 2013;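 active means inhibition above mean plus 3 SD of compounds lying within the high and low control bounds, cut at about 19% in these data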;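 further: 0% = median of test compound wells and 100% = no enzyme DMSO wells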
# Target sequence (Q9NZ20 whole entry, looked up): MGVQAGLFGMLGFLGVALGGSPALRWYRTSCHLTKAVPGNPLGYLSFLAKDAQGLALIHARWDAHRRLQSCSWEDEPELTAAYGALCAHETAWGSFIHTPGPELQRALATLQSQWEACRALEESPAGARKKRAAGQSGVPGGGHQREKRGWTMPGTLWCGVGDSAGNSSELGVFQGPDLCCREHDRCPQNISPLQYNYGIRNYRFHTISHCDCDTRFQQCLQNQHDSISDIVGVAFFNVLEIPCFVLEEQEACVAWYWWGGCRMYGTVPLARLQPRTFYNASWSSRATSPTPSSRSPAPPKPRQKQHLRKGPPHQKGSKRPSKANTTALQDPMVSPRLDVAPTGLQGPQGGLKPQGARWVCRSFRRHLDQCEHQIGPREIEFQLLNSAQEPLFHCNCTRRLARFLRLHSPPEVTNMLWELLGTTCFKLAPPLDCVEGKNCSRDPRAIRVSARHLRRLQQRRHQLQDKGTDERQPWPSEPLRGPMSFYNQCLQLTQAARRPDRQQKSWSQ
# ADAM10 inh: human ADAM10 inhibitors, primary screen, biochemical, QFRET, HTS; Disintegrin and metalloproteinase domain-containing protein 10 (Homo sapiens), O14672; recombinant ADAM10, EDANS/DABCYL FRET peptide cleavage, 3 h; inhibition, % at 7 µM; 370,000 tested, 0.62% active; AID 720582, 2013;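 active means inhibition above a per-campaign cutoff equal to the mean of compounds falling between control-based bounds plus 3 SD, cut at about 20% in these data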;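 further: 0% = DMSO wells while the 100% control is not disclosed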
# Target sequence (O14672 214-748 limits assumed): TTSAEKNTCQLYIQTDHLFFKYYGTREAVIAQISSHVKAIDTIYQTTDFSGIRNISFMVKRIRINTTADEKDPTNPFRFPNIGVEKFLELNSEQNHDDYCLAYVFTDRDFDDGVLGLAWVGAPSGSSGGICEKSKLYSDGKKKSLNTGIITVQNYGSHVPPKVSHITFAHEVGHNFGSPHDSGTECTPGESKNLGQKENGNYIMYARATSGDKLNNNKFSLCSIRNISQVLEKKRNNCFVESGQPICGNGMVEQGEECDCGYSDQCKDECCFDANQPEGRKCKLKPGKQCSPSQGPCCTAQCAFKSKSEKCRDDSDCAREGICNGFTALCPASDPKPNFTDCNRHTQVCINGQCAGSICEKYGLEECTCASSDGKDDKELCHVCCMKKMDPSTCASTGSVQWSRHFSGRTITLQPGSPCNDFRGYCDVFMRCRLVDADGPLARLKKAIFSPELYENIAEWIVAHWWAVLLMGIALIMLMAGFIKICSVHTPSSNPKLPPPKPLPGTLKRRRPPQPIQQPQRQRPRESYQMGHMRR
# DAX1 inh-1: DAX1 (NR0B1) inhibitors on StAR promoter, primary screen, cell-based, luminescence, SF-1 (NR5A1), full-length DAX-1. HEK293T StAR-luciferase reporter, SF-1/DAX-1 repression relief. inhibition, % at 6.8 µM. 370,000 tested, 1.1% active. AID 652010, 2013;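 active means inhibition above the mean over all tested compounds plus 3 SD, cut at about 3.6% in these data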;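 further: 0% = DAX-1 cells with DMSO and 100% = cells lacking DAX-1 with DMSO; higher inhibition means more luminescence from relief of DAX-1 repression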
# GAA850 FXN act: FXN promoter activators, primary screen, cell-based, luciferase luminescence, HEK293 lucGAA850; AID 540364, 2011; 360,000 tested, 0.56% active; activation, % at 6 µM; HEK293 lucGAA850 FXN promoter luciferase reporter, 24 h; percent of 10 µM SAHA response;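 active means activation above the average of all compounds screened plus 3 SD, cutoff fixed separately per campaign, cut at about 7.5% in these data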;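 further: 0% = DMSO wells and 100% = 10 µM SAHA wells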
# NPR1 activator: GC-A stimulated cGMP production enhancers – HEK293 GC-A cells, cGMP TR-FRET, EC30 ANP, primary screen; Atrial natriuretic peptide receptor 1 (Homo sapiens), P16066; 0% at EC30 ANP, 100% saturating ANP; activation, % at 10 µM; 370,000 tested, 0.14% active; in the data active means activation above about 40%
# SMARCA2 act: SMARCA2 (BRM) function activators, primary screen, cell-based, luminescence, high throughput | MG213 cells, MMTV-luciferase reporter, dexamethasone, overnight | AID 652017, 2013 | 370,000 tested, 1% active | activation, % at 9.1 µM; in the data active means activation above about 7.8%;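 further: 0% = vehicle wells and 100% = reference activator wells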
# DAX1 inh-2: DAX1 (NR0B1) inhibitors, primary screen, cell-based, HEK293, Gal4-DAX1, luciferase luminescence | AID 504766, 2011 | Nuclear receptor subfamily 0 group B member 1 (Homo sapiens), P51843 | 340,000 tested, 0.99% active | inhibition, % at 6.75 µM | HEK293 Gal4-DAX1 luciferase reporter;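 active means inhibition above the mean over all tested compounds plus 3 SD, cut at about 4.2% in these data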;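 further: 0% = DAX1-transfected cells with DMSO and 100% = empty-vector control cells with DMSO; inhibition shows as a rise in luminescence from relieved DAX1 repression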
# hcDAF-12 act: H. contortus DAF-12 nuclear receptor activators, primary screen, cell-based, luminescence, HEK293, lit1-tk-luc reporter; AID 652067, 2013; activation, % at 6.8 µM; HEK293 hcDAF-12 lit1-tk-luc reporter; 0% DMSO, 100% Δ7-dafachronic acid; 370,000 tested, 1.4% active;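 active means activation above the mean of all tested compounds plus 3 SD, cut at about 5.5% in these data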;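 further: 100% = response to 3 µM Δ7-dafachronic acid high control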
# NPR2 activator: human GC-B receptor activators, primary screen, HEK293 GC-B cells, cGMP TR-FRET, EC30 CNP | Atrial natriuretic peptide receptor 2 (Homo sapiens), P20594 | 0% at EC30 CNP, 100% saturating CNP | activation, % at 10 µM | 370,000 tested, 0.11% active | AID 1920062, 2024;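 active means activation at 10 µM reaching about 35% in either raw or pattern-adjusted values, limit read from the data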
# * hit, by the source's call; · = no result given.
SMILES,hgDAF-12 ag,ssDAF12 agonist,sPLA2-III inh,ADAM10 inh,DAX1 inh-1,GAA850 FXN act,NPR1 activator,SMARCA2 act,DAX1 inh-2,hcDAF-12 act,NPR2 activator
NCCCN1CCOCC1,-0.9,-0.7,5.2,-4.7,0.3,-0.8,3.5,2.1,0.6,-1.1,-0.8
Cc1cc(NC(=O)c2oc3ccccc3c2C)ccc1-n1cnnn1,-0.2,-1.4,-21.1,8.7,-1.3,4.1,-1.9,0.1,-1.3,0.1,-1.4
COc1cc(/C=C2\CCCc3c2nc2ccccc2c3C(=O)O)cc([N+](=O)[O-])c1O,0.5,-1.1,9.1,2.6,-0.2,0.5,0.6,-2.5,-1.2,-0.9,0.6
Cc1c(NC(=O)CSc2ncccn2)c(=O)n(-c2ccccc2)n1C,1.9,-1.9,-4.0,1.1,0.0,1.4,-1.3,-1.9,0.4,-2.0,-3.0
OC(c1ccc(Cl)cc1)c1ncc(-c2cccc(F)c2)[nH]1 (stereo unspecified),-1.3,-1.0,-9.2,-2.3,-0.6,-0.5,0.5,0.6,·,1.0,1.2
Cc1cc(F)cc(-c2cc(C(=O)NCc3ccc(C(F)(F)F)cc3)[nH]n2)c1,1.1,-1.3,-3.3,1.5,0.8,-0.1,-7.6,-0.3,·,2.3,-0.7
COc1ccc(Cl)cc1NC(=O)CN(C)S(=O)(=O)c1cccs1,-1.8,-0.3,-11.9,-2.3,0.2,-3.0,0.4,-4.8,-1.7,2.1,6.7
CCOC(=O)c1c[nH]c2c3c(ccc2c1=O)CCCC3,-0.9,-1.0,2.3,-23.5,-0.5,2.0,0.7,-1.4,2.3,-0.6,-8.5
COc1ccccc1CC(=O)Nc1cccc2c1CCCC2,-0.1,-1.4,-4.7,5.1,0.0,1.8,4.1,-1.2,-0.5,-0.2,4.7
O=C(CCNC(=O)c1ccccc1Cl)Nc1ccc2c(c1)OCO2,-0.4,-1.6,-2.7,13.6,0.3,1.6,3.6,-5.1,0.1,0.0,0.7
C/C(N)=C(/C#N)C(=O)CSc1nnnn1-c1ccc(C)cc1C,-2.7,-1.9,-36.1,10.9,-1.5,-1.4,3.1,-4.3,-1.2,-1.9,2.8
Cc1cccc(CS(=O)(=O)Cc2ccc(C(=O)NCCc3ccccc3)o2)c1,-3.6,-1.4,-3.0,-0.9,-0.3,2.4,-0.6,-4.3,0.4,-1.0,-0.8
C=CC[C@@H](CC(=O)N(CCO)Cc1ccccc1)C(=O)N[C@H](COC(=O)[C@H](CC=C)CC(=O)OC(C)(C)C)Cc1c[nH]c2ccccc12,-0.5,-1.7,-92.4,16.8,-2.0,-7.5,-10.4,-4.0,-1.4,-0.4,-14.8
COCc1nn2c(N)c(C#N)cnc2c1-c1ccccc1,-0.2,-1.3,-0.1,-0.8,-0.4,1.5,8.0,3.4,-0.5,-2.6,0.9
Cc1ccc(C(=O)Nc2ccccc2-c2ccccc2)cc1S(=O)(=O)Nc1cccc(C)c1C,-1.3,-0.2,-33.3,29.2*,-1.1,-2.4,-5.1,-3.4,0.6,-1.7,1.0
O=C(CN1C(=O)CSc2ccc(S(=O)(=O)N3CCOCC3)cc21)NCc1ccc(F)cc1,0.2,-0.9,0.8,4.2,-1.4,-1.4,0.8,3.2,0.2,5.1,-0.8
Cc1ccc(NC(=O)CSc2nnnn2C2CCCC2)cc1S(=O)(=O)N1CCOCC1,-1.5,-1.8,-10.6,-2.2,-2.6,-0.6,-1.5,2.7,-0.5,-0.8,-1.0
COC(=O)c1ccccc1NC(=O)CN1CCN(Cc2ccccc2)CC1,-2.1,-1.5,-11.2,-3.0,-0.3,3.2,2.8,-0.7,-0.6,-1.7,-1.5
CC(C)(C)c1ccc(NC(=O)CCNC(=O)c2ccco2)cc1,1.8,-0.9,-1.3,-9.8,-0.1,0.3,0.5,1.8,-0.7,-0.8,-0.6
CCOc1ccccc1N(C(=O)Nc1ccc(Cl)cc1)C1=NCCS1,1.9,-0.9,12.3,0.0,0.5,0.1,0.5,3.0,-0.6,4.8,-2.4
Nc1ncc([N+](=O)[O-])c(Oc2ccccc2F)n1,1.2,-0.8,-4.2,-4.2,-0.5,-2.2,4.8,2.7,0.2,-0.4,1.5
CCc1nc2ccccc2c(=O)n1NC(=O)c1c(O)c2ccccc2[nH]c1=O,-1.8,-1.3,-2.2,-1.8,-0.2,0.1,3.6,-0.7,4.9*,-0.4,-5.2
COc1cc(NS(=O)(=O)c2ccc(NC(=S)NC(=O)c3ccc(Br)cc3)cc2)ncn1,1.0,-1.5,3.0,-12.2,0.3,-1.9,0.6,0.4,0.8,0.8,-3.5
CC(=O)Nc1ccc(S(=O)(=O)N(C)CC(=O)OCC(=O)N2CC(C)OC(C)C2)cc1 (stereo unspecified),3.8,0.0,5.2,-8.5,1.7,1.3,2.6,-1.3,-0.9,-1.4,0.3
COc1ccc(C(=O)Nc2ccc(Cn3ccnc3)cc2)cc1OC,-0.4,-1.2,-7.2,3.2,0.9,0.5,2.2,1.4,2.1,0.1,-1.2
# Carrying on.
SMILES,hgDAF-12 ag,ssDAF12 agonist,sPLA2-III inh,ADAM10 inh,DAX1 inh-1,GAA850 FXN act,NPR1 activator,SMARCA2 act,DAX1 inh-2,hcDAF-12 act,NPR2 activator
COc1ccc(CNC(=O)c2cc(=O)c3cc(C)c(C)cc3o2)cc1,0.9,-1.0,4.3,3.7,0.0,-0.2,-8.7,2.6,1.6,-1.4,-0.9
COc1ccc(-c2nc(CS(=O)(=O)CC(=O)NC3CCC(C)CC3)c(C)o2)cc1 (stereo unspecified),-1.1,-1.4,-1.4,-2.2,1.3,-0.2,-4.4,-3.3,0.5,2.4,-3.8
O=C1C=C(O)CC(c2ccco2)C1 (stereo unspecified),2.0,-1.1,-10.4,6.8,0.2,-0.6,-5.3,-0.2,-0.1,1.2,-3.4
COc1ccccc1CCNS(=O)(=O)CCNC(=O)c1ccccc1,-1.8,-1.1,-0.3,-5.1,0.5,2.7,3.5,-2.9,-0.5,1.4,-2.9
O=C(NCCc1ccccn1)c1ccc(S(=O)(=O)N2CCCCCC2)cc1,0.8,-0.9,-4.2,1.4,-0.3,0.6,4.2,0.6,0.5,-1.2,1.3
Cn1nnnc1SCC(=O)N1CCCc2ccccc21,0.0,-1.4,4.2,4.7,0.5,-1.4,2.7,-0.6,0.2,-2.1,0.6
CN(C)c1cccc2c(C=C(C#N)C#N)ccc(N(C)C)c12,-0.9,-1.4,15.6,-24.2,-0.8,4.4,-0.3,-2.4,0.4,-1.4,-4.6
C=CCOc1ccc(C2NC(=S)NC(c3ccccc3)=C2C(C)=O)cc1OC (stereo unspecified),-0.3,-1.4,14.4,-2.9,-0.1,0.2,4.8,-3.7,-0.2,-0.4,2.7
Cc1ccc(C(=O)O)c(C(=O)Nc2nc(C)cs2)c1,0.5,-1.5,0.0,-4.6,-0.6,0.0,-0.9,3.5,0.4,1.9,-2.1
Cc1ccccc1-c1nnc(-c2cccc3ccccc23)o1,6.5,0.4,12.8,-24.6,1.4,5.9,-6.5,1.8,0.3,3.6,0.0
N#C/C=C(/N)N1CCN(c2ccc(Cl)c(Cl)c2)CC1,-0.5,-1.4,11.7,1.2,-0.9,2.4,4.0,-2.4,0.7,-1.6,-10.7
CCN(C(=O)CSc1n[nH]c(-c2cc(Cl)ccc2OC)n1)C1CCS(=O)(=O)C1 (stereo unspecified),-0.6,-0.5,10.7,-9.2,-0.8,-0.1,-1.5,-3.5,0.4,-0.2,-0.9
COc1ccc(NC(=O)Nc2c(O)ccc3ccccc23)cc1,-0.7,-1.9,-22.7,-47.1,-0.4,5.0,1.7,4.9,0.4,-0.6,1.7
O=C1CN(S(=O)(=O)c2cccc(C(=O)O)c2)c2ccccc2N1,-2.2,0.7,9.8,-4.5,-0.1,1.9,2.4,-1.1,3.0,2.0,2.9
Clc1ccc(C2CC(c3cccs3)n3ncnc3N2)cc1 (stereo unspecified),1.1,0.1,-1.8,0.2,-0.4,3.1,-3.1,-4.9,·,1.7,-6.1
CCC1CCCCN1CCCNC(=O)C1CCN(c2ncnc3c2nc2n3CCCCC2)CC1 (stereo unspecified),-0.1,-1.0,-0.1,1.3,2.4,-3.1,-0.7,0.5,0.6,0.7,0.7
O=C(Oc1ccc2ccccc2c1)C1CCC1,1.6,-0.8,-5.9,-3.3,-0.1,0.9,1.2,1.3,-1.7,3.0,-4.8
O=S(=O)(Nc1ccc2c(c1)OCCO2)c1cccs1,-11.3,-2.7,-0.5,6.3,-2.8,-9.8,-2.0,-5.9,0.5,-5.2,12.0
CCOC(=O)C1=C(CC)Nc2ccccc2N/C1=N\S(=O)(=O)c1ccccc1OC,0.0,-1.3,-10.8,3.9,-0.4,-0.6,-6.6,1.7,1.0,0.2,-2.6
CC(NCC(=O)NC(=O)NCCC1=CCCCC1)c1ccc(S(N)(=O)=O)cc1 (stereo unspecified),-1.8,-1.4,2.7,-11.6,2.0,1.1,3.6,-2.8,-0.1,0.3,1.3
COC(=O)[C@]1(Sc2ccc(OC)cc2)CC(=O)N[C@@H]1c1ccccc1,-0.3,-1.0,3.9,4.1,-2.5,·,1.9,3.2,·,-1.5,-1.2
CCOc1ccc(NC(=O)CN2CCN(C3c4ccccc4-c4ccccc43)CC2)cc1,1.1,-1.5,-3.0,1.8,-2.0,0.1,3.6,-1.3,0.1,-0.6,0.7
CC(=O)c1ccc(NC(=O)C2CCN(S(=O)(=O)c3cccc4nonc34)CC2)cc1,0.3,-1.0,-0.7,-9.9,-0.2,0.0,-8.0,2.6,-0.1,1.2,-7.7

# Compounds from the list above containing a nitro group on carbon, in the order listed:
SMILES,hgDAF-12 ag,ssDAF12 agonist,sPLA2-III inh,ADAM10 inh,DAX1 inh-1,GAA850 FXN act,NPR1 activator,SMARCA2 act,DAX1 inh-2,hcDAF-12 act,NPR2 activator
COc1cc(/C=C2\CCCc3c2nc2ccccc2c3C(=O)O)cc([N+](=O)[O-])c1O,0.5,-1.1,9.1,2.6,-0.2,0.5,0.6,-2.5,-1.2,-0.9,0.6
Nc1ncc([N+](=O)[O-])c(Oc2ccccc2F)n1,1.2,-0.8,-4.2,-4.2,-0.5,-2.2,4.8,2.7,0.2,-0.4,1.5

# The order is random; 6.6% or so of the library scored in one or more.
